Source: PubChem BioAssay (several laboratories)
thrombin 1536 – blocks human thrombin protease activity | P00734 | alpha-thrombin, Boc-VPR-AMC fluorogenic substrate cleavage | inhibition, % at 5 µM | 220,000 tested, 0.26% active;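 active means inhibition at or above 40%; inactive means inhibition below 40%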;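 further: 0% = enzyme with no compound and 100% = wells without enzyme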
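Material: human alpha-thrombin enzyme / Medium: pH 7.5 Tris (50 mM) with NaCl 150 mM, Tween 20 0.05% / Compound: single-point dosing at 5 µM, 0.2% DMSO / Incubation: enzyme reaction carried out at room temperature / Detection: AMC fluorescence, 355/460 nm / Read-out basis: percent inhibition scaled between no-compound controls and no-enzyme blanks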
14-3-3 Bad PPI – disrupts binding of bovine 14-3-3 zeta to phospho-Bad peptide. P63103. TR-FRET 14-3-3zeta/Dy647-pBad peptide displacement, 1 h. inhibition, % at 21.7 µM. 220,000 tested, 0.71% active. AID 781;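 active means inhibition above about 70%, limit read from the data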;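 further: 0% = full 14-3-3 plus peptide FRET controls and 100% = background without 14-3-3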
Target sequence (P63103 whole entry, looked up): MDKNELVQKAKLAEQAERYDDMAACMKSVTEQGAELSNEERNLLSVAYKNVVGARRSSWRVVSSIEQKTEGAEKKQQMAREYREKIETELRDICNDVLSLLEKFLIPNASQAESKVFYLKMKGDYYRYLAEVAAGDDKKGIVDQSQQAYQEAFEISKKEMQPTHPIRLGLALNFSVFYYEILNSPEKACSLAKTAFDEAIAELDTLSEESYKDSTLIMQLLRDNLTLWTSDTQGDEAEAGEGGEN
FXIa inh 1536 – inhibitors of human coagulation factor XIa; AID 798; 220,000 tested, 0.14% active; P03951; purified FXIa, Boc-Glu-Ala-Arg-AMC fluorogenic substrate; inhibition, % at 5 µM;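 active means inhibition of at least 40%; inactive means inhibition below 40%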;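 further: fluorescence of freed AMC excited at 355 nm; 0% = enzyme without compound and 100% = no enzyme blank; many of its hits are not listed in these tables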
Runt-CBFb FRET – blocks binding of human RUNX1 Runt domain to CBFb; Q01196+Q13951; Cerulean-Runt/Venus-CBFb FRET ratio 530/480, 1 h; inhibition, % at 20 µM; 220,000 tested, 0.46% active;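 active means inhibition over about 50% at 20 µM in the single-dose screen, limit read from the data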;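 further: 0% = DMSO wells and 100% = excess unlabeled CBFb competitor control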
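Doses: 20 µM compound in 1% DMSO | Material: Cerulean-labeled Runt domain protein | Amount: Each fluorescent fusion protein 100 nM | Schedule: Two 1 h room-temperature incubations shielded from light | Measured by: FRET fluorescence | Evaluation: Loss of energy transfer signal | Controls: Unlabeled CBFb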
hK5 inh – inhibitors of human kallikrein 5 | inhibition, % at 5 µM | Q9Y337 | recombinant hK5, fluorogenic AMC substrate cleavage | 210,000 tested, 0.59% active;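 active means inhibition of 40% or more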;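 further: 0% = enzyme controls without compound and 100% = no-enzyme blanks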
Hck Nef HTS – blocks Nef-activated human Hck kinase; 220,000 tested, 0.68% active; AID 463187; P08631; inhibition, % at 20 µM; Recombinant Hck-YEEI plus Nef, Z-Lyte FRET kinase assay;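 active means Hck-Nef kinase inhibition above about 50%, limit read from the data; inactive means inhibition below that limit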;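 further: 0% = DMSO with Hck plus Nef and 100% = Hck alone without Nef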
Wee1 degr inh – blocks degradation of human Wee1 kinase; reporter increase, % at 5 µM; 220,000 tested, 1.2% active; P30291; AID 1321; HeLa Luc-Wee1K328M stability, luciferase luminescence; 100% = proteasome inhibitor MG132 effect;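 active means activation above the mean of all tested compounds plus 3 SD, set per screening run, cut at about 8.8% in these data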;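 further: cells exposed to compound for 20 h before luminescence read; 0% = DMSO alone and 100% = MG132 at 30 µM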
Target sequence (P30291 whole entry K328M): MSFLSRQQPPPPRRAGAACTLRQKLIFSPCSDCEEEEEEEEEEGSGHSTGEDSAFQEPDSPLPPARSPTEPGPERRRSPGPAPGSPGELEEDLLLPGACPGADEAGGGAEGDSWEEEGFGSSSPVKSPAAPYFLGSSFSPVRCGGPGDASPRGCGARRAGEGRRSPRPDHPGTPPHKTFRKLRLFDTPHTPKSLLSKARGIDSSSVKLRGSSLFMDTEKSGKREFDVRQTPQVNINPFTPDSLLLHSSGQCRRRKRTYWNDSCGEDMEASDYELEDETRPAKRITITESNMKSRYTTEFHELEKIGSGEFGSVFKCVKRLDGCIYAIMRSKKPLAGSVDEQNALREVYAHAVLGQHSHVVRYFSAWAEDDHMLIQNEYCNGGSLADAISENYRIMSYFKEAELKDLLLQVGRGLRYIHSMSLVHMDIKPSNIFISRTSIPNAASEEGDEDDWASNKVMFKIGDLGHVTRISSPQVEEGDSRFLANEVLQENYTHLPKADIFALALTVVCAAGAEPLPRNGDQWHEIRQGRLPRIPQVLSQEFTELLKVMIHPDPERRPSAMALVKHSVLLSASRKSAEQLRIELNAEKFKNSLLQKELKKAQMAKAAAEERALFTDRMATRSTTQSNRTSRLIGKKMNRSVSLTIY
Runt-SMMHC FRET – blocks binding of human RUNX1 Runt domain to CBFb-SMMHC; 220,000 tested, 0.74% active; AID 1434; Cerulean-Runt/Venus-CBFb-SMMHC FRET ratio 530/480, 1 h; inhibition, % at 20 µM;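 active means mean inhibition across duplicate retests at 20 µM reaching about 50%, limit read from the data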;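 further: 0% = DMSO wells and 100% = wells with excess untagged CBFb-SMMHC; inhibitors lower the FRET ratio by blocking Runt binding to CBFb-SMMHC; some results filed as inactive read as strong as hits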
FXIIa inh 1536 – inhibitors of human coagulation factor XIIa; purified FXIIa, Boc-QGR-AMC fluorogenic substrate, 2 h; 220,000 tested, 0.3% active; P00748; AID 800; inhibition, % at 5 µM; in the data active means inhibition above about 40%;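 further: 0% = enzyme with no compound and 100% = blank without enzyme; many of its hits are not listed in these tables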
* = called active by the depositor; x = no result given; [ ] = another dose, or the depositor's remark. This is a subset; rates above refer to the full screens.

SMILES	thrombin 1536	14-3-3 Bad PPI	FXIa inh 1536	Runt-CBFb FRET	hK5 inh	Hck Nef HTS	Wee1 degr inh	Runt-SMMHC FRET	FXIIa inh 1536
Nc1ccccc1C(=O)OCc1ccc([N+](=O)[O-])cc1	-4.0	-7.7	19.2	1.8	8.7	21.9	0.6	-0.3	6.3
Cc1cc(/C=C2\C(=O)NC(=O)N(Cc3ccccc3)C2=O)c(C)n1-c1ccc(Cl)c(C(=O)O)c1	1.2	8.0[fluorescence artefact?]	-0.5	8.4	-23.9	42.4	-2.3	13.4	3.7
O=C(CCCn1c(=O)[nH]c2cc(Cl)ccc2c1=O)N1CCC2(CC1)OCCO2	0.8	-5.4	10.1	0.3	-7.5	-10.5	-1.5	-2.3	16.5
Cc1ccc(N2C(=O)NC(=O)/C(=C\c3cccn3C(C)(C)C)C2=O)cc1	-2.1	4.5	-4.0	-1.0	-5.9	8.1	-2.6	-1.1	2.1
O=C(c1cccs1)c1cn(Cc2ccccc2Cl)c2ccccc12	-14.4	-2.3[fluorescence artefact?]	-4.8	-3.3	-26.4	0.4	3.5	2.6	-8.1
CCCNC(=O)c1c(N)n(Cc2ccco2)c2nc3ccccc3nc12	-11.3	3.8	-14.2	52.4*	-16.9	29.0	4.4	58.7*	-16.6
CC(C)n1c(=O)c(C=Nc2cccc([N+](=O)[O-])c2)c(O)n(CCc2ccccc2)c1=O	13.8	3.6	6.4	-14.0	34.8	-0.6	-2.9	-26.6	19.1
COc1ccccc1N1CCN(Cc2cnc(-c3ccccc3)[nH]2)CC1	7.3	1.8	1.7	-2.3	-4.1	2.2	0.9	-1.9	10.0
CCCCC/C(=N\O)c1c[nH]c2ccccc12	1.3	23.5	-2.5	x	-25.6	-1.0	-2.9	2.8	9.2
C=CCn1c(O)c(C(CC)=NCCN2CCN(C(=S)NC)CC2)c(=O)[nH]c1=O	-3.3	-0.2	2.4	-0.2	2.6	20.5	0.7	2.4	8.8
CN1CCN(c2ncnc3nc[nH]c23)CC1	x	-7.3	-1.5	-1.4	-2.7	25.8	-0.3	-3.2	2.5
CCCCn1c(=O)c(C(=O)Nc2nnc(C(C)C)s2)c(O)c2ccccc21	-4.5	5.7	8.7	1.1	-1.4	15.2	-3.8	2.1	16.6
CCOC(=O)C1=C(N)OC(C)=C(C(=O)OCCOC)C12C(=O)Nc1ccccc12 (stereo not drawn)	-8.3	8.9	-7.6	1.1	-1.1	2.6	-0.3	-0.5	-6.6
CN(C)/C=C(\C=[N+](C)C)c1[nH]ncc1[N+](=O)[O-]	-1.1	-0.7	-1.0	1.1	x	0.7	-0.5	0.8	8.5
O=[N+]([O-])c1cc(S(=O)(=O)c2ccc(O)c([N+](=O)[O-])c2)ccc1O	-13.0	0.3	-4.7	2.4	-46.8	3.5	0.5	2.0	-1.5
O=C(Cn1cc(C(=O)c2ccccc2F)c2ccccc21)NCc1ccco1	-2.2	7.9	3.2	1.0	1.7	3.8	0.4	2.9	16.9
O=C(c1ccc(C(F)(F)F)cc1)C1CCCN(Cc2ccc(CO)o2)C1 (stereo not drawn)	-5.3	-2.0	-2.9	2.0	x	0.5	-0.7	-5.7	1.5
CC(C)N1CC=C(c2c[nH]c3ccccc23)CC1	-1.7	8.0	5.2	0.1	4.2	-1.1	-3.0	-3.4	4.0
c1ccc2c(CCNC3=NCCC3)c[nH]c2c1	-10.7	-3.8	1.0	-2.7	-20.7	-0.2	2.4	-8.2	15.5
CN(C)[C@@H]1C(=O)C(C(N)=O)=C(O)[C@@]2(O)C(=O)C3=C(O)c4c(O)ccc(Cl)c4[C@@](C)(O)C3C[C@@H]12 (stereo partly drawn)	x	31.8[fluorescence artefact?]	6.5	-3.0	-11.7	-10.5	-1.3	-18.8	17.8

Next section; the last three above are carried over.
SMILES	thrombin 1536	14-3-3 Bad PPI	FXIa inh 1536	Runt-CBFb FRET	hK5 inh	Hck Nef HTS	Wee1 degr inh	Runt-SMMHC FRET	FXIIa inh 1536
CC(C)N1CC=C(c2c[nH]c3ccccc23)CC1	-1.7	8.0	5.2	0.1	4.2	-1.1	-3.0	-3.4	4.0
c1ccc2c(CCNC3=NCCC3)c[nH]c2c1	-10.7	-3.8	1.0	-2.7	-20.7	-0.2	2.4	-8.2	15.5
CN(C)[C@@H]1C(=O)C(C(N)=O)=C(O)[C@@]2(O)C(=O)C3=C(O)c4c(O)ccc(Cl)c4[C@@](C)(O)C3C[C@@H]12 (stereo partly drawn)	x	31.8[fluorescence artefact?]	6.5	-3.0	-11.7	-10.5	-1.3	-18.8	17.8
O=C(Cn1ncc2c3ccccc3n(Cc3cccc(Cl)c3)c2c1=O)N1CCC2(CC1)OCCO2	2.9	-5.9	-0.2	-4.7	-5.3	-0.1	-1.5	-10.4	7.5
CN(C)C(=O)OCc1n(C)cc[n+]1C	-5.6	-15.2	2.8	-0.4	-8.5	2.3	-4.1	-5.0	4.2
COC(=O)C(O)(c1ccc(NC(=S)NC(=O)c2ccc(Cl)cc2Cl)c(C)c1)C(F)(F)F (stereo not drawn)	-3.6	-7.3	-6.0	0.2	-7.7	1.2	-1.3	0.0	-3.1
COC(=O)c1c(N)n(Cc2ccc(OC)cc2)c2nc3ccccc3nc12	-5.5	-11.5[fluorescence artefact?]	-9.3	47.4	-7.4	10.7	-0.1	118.5*	-8.4
COc1ccc(CC(=O)Nc2ccc3c(C(F)(F)F)cc(=O)oc3c2)cc1OC	0.2	-13.8	5.2	-1.3	-6.0	3.2	-2.8	4.6	10.5
CCOP(=O)(OCC)Oc1cc(C)c(N(C)C)c(C)c1	-12.8	-1.6	-7.8	0.2	-7.2	6.1	-0.1	1.9	1.3
CC1CCC(NCC(O)c2ccccc2)CC1 (stereo not drawn)	-2.8	6.4[fluorescence artefact?]	1.1	0.1	-1.7	-26.6	1.7	-3.0	12.5
CC12CN3CCN(CC(C3)/C1=N/NC(N)=O)C2	2.0	-14.5	1.4	0.6	-2.0	3.2	2.4	-0.1	7.3
C=CCn1c(O)c(C(C)=Nc2ccc(N(CC)CC)cc2)c(=O)[nH]c1=O	3.3	-3.2	-2.3	8.6	-1.3	-0.5	1.8	28.9	15.0
O=c1c2ccccc2[se]n1-c1ccccc1	-3.4	27.6	-5.2	-2.8	-13.3	102.4*	-1.1	38.9	3.0
O=C(C1CCCN(S(=O)(=O)c2cccc3nsnc23)C1)N1CCC2(CC1)OCCO2 (stereo not drawn)	-10.3	0.9	-10.8	1.0	-2.2	3.1	-1.3	-2.1	-10.7
CC1(C)CSC(Nc2ccc(F)c(Cl)c2)=N1	-0.8	-6.0[fluorescence artefact?]	-18.4	-2.8	-8.1	-5.6	0.3	5.1	5.6
O=C1C2(c3ccccc3)CN3CN(C2)CC1(c1ccccc1)C3	3.6	-1.0	-2.5	-0.9	-3.4	-0.2	-1.4	-7.1	11.7
O=C(NC1(C(F)(F)F)Oc2ccc(Cl)cc2O1)N1CCC2(CC1)OCCO2 (stereo not drawn)	1.8	-16.1	-5.6	25.8	-27.1	7.1	3.9	19.4	9.1
O=C1NC(=S)NC(=O)C12C(c1ccccc1)NC(=S)NC2c1ccccc1 (stereo not drawn)	-4.9	-8.8	0.5	2.5	-14.8	-1.8	-1.1	4.3	6.1
CSc1ncc(/C=C2/C(=O)NC(=O)N(C3CCCCC3)C2=O)cn1	2.4	-0.9	5.1	9.4	-2.8	-0.6	0.3	10.7	19.4
CC(=O)OC1(c2ccccc2)CCN(C)CC1(C)C (stereo not drawn)	-0.2	13.3	-4.8	-1.7	0.9	10.4	2.2	-0.5	1.8
c1ccc2cc(C3N4CCCN34)ccc2c1 (stereo not drawn)	0.3	-12.5	-5.3	0.8	-3.7	21.4	2.5	-1.6	3.3
CC(=O)N(C1=NCCCS1)c1ccccc1Cl	3.9	9.0	0.9	0.6	-7.6	-14.2	4.6	-2.9	2.1
CNCC(C)c1ccccc1 (stereo not drawn)	-7.2	5.9	-6.6	3.4	-9.0	19.8	-0.7	-1.3	-0.8
O=C(c1ccccc1F)c1cn(Cc2ccccc2)c2ccccc12	4.0	-1.9	8.4	-2.1	-9.0	1.6	-1.5	1.5	22.1
C[C@H]1O[C@@H](O[C@H]2[C@@H](O)C[C@H](O[C@H]3[C@@H](O)C[C@H](O[C@H]4CC[C@@]5(C)[C@H](CC[C@@H]6[C@@H]5CC[C@]5(C)[C@@H](C7=CC(=O)OC7)CC[C@]65O)C4)O[C@@H]3C)O[C@@H]2C)C[C@H](O)[C@@H]1O	3.4	-8.3	6.4	-9.0	-4.9	-0.6	-1.3	2.1	10.4
Clc1ccc(N2CCN(Cc3ccccc3Cl)CC2)cc1	4.0	67.8	-1.8	-0.6	-15.4	-1.3	-2.4	1.3	11.8
Cc1cc(C(=O)NP(=O)(N2CCOCC2)N2CCOCC2)c(C)n1C1CC1	-3.7	-8.3	-3.3	0.1	-1.3	4.3	-0.3	2.5	x
Cc1cc(C=C2C(=O)N(C)C(=S)N(C)C2=O)c(C)n1C1CCCC1	7.1	-11.7	-2.8	3.1	-7.3	-14.0	2.0	-4.9	12.7
Cc1nn(Cc2ccccc2Cl)c(Cl)c1C(=O)OC(C(=O)NC(N)=O)C(C)C (stereo not drawn)	-7.1	9.4	6.7	-1.7	-9.1	1.5	2.9	2.1	13.2
COc1ccc(C)cc1NC(=O)c1c(C)nn(Cc2ccccc2)c1Cl	-8.7	-1.6	2.4	-1.5	-5.9	0.3	2.9	-1.6	10.5
CCCn1nc2ccccc2c1P(=O)(N1CCOCC1)N1CCOCC1	1.5	-5.0[fluorescence artefact?]	6.8	-3.7	-9.7	-0.1	-0.1	-3.5	19.8

Grouped by structure: those above with an aryl methoxy group
SMILES	thrombin 1536	14-3-3 Bad PPI	FXIa inh 1536	Runt-CBFb FRET	hK5 inh	Hck Nef HTS	Wee1 degr inh	Runt-SMMHC FRET	FXIIa inh 1536
COc1ccccc1N1CCN(Cc2cnc(-c3ccccc3)[nH]2)CC1	7.3	1.8	1.7	-2.3	-4.1	2.2	0.9	-1.9	10.0
COC(=O)c1c(N)n(Cc2ccc(OC)cc2)c2nc3ccccc3nc12	-5.5	-11.5[fluorescence artefact?]	-9.3	47.4	-7.4	10.7	-0.1	118.5*	-8.4
COc1ccc(CC(=O)Nc2ccc3c(C(F)(F)F)cc(=O)oc3c2)cc1OC	0.2	-13.8	5.2	-1.3	-6.0	3.2	-2.8	4.6	10.5
COc1ccc(C)cc1NC(=O)c1c(C)nn(Cc2ccccc2)c1Cl	-8.7	-1.6	2.4	-1.5	-5.9	0.3	2.9	-1.6	10.5
